E-sel inducer – E-selectin induction on HUVECs; P16581; HUVEC E-selectin immunofluorescence imaging; normalized: neutral wells 0, TNF-alpha wells 100; activation, % at 7.58 µM; actives 0.37% (n = 260,000); AID 686992;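 active means mean E-selectin-positive cell signal at least 10% of the positive control, reached in at least 60% of replicates, without over 20% cell loss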;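 further: in these data hits start at about 27%; measured in HUVEC primary endothelial cells; signal is the percent of cells scored E-selectin positive by PE staining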
Target sequence (P16581 whole entry, looked up): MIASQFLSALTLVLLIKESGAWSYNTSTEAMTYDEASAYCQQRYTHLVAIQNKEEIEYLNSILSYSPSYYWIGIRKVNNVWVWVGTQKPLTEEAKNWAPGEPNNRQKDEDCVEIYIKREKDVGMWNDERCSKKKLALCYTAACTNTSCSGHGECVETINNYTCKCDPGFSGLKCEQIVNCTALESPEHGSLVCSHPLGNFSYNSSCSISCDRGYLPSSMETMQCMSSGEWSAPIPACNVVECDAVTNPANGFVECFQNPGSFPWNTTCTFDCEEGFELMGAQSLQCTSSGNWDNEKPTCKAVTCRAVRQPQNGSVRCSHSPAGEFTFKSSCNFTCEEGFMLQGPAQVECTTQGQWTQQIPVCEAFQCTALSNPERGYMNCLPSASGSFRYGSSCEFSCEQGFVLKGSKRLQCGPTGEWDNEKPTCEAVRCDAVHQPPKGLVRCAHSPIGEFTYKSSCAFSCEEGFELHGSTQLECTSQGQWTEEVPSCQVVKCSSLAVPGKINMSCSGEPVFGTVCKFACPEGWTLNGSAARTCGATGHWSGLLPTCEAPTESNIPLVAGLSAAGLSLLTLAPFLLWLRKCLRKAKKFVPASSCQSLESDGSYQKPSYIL
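Test system – human umbilical vein endothelial cells (HUVEC), E-selectin induction · Input – 3,000 HUVEC seeded per well · Buffer or medium – EGM-2, gelatin · Compound dosing – single-point compound dose · Detection – immunofluorescence imaging · Measure – percent E-selectin-positive cells · Controls – TNF-alpha high, DMSO low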
EWS-Fli inh – inhibitors of EWS/Fli oncoprotein transcriptional activity; actives 0.67% (n = 350,000); A673 NR0B1-luciferase reporter, viability-normalised; inhibition, % at 12.6 µM;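 active means mean inhibition of at least 50% after viability correction, with every replicate also passing that limit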;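 further: firefly luciferase signal divided by Alamar Blue viability fluorescence both relative to DMSO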
RAD52 anneal inh – RAD52 (human) annealing inhibition | P43351 | recombinant RAD52 DNA annealing, FRET fluorescence | inhibition, % at 18.7 µM | actives 0.46% (n = 360,000) | AID 651710;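 active means every replicate showing at least 50% inhibition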
esBAF inh – blocks esBAF chromatin remodeling in mouse ES cells; Bmi1-luciferase knock-in reporter, 24 h; 100% = twice the neutral-well signal; reporter increase, % at 12.5 µM; actives 2% (n = 350,000); AID 602393; in the data active means activation above about 40%;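 further: 0% = median of the plate's neutral control wells and 100% = double that signal; a rise in the Bmi1 reporter signal indicates esBAF inhibition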
XiGFP reactiv – X-chromosome reactivation activator | activation, % at 7.58 µM | actives 0.055% (n = 360,000) | XiGFP mouse fibroblasts, % GFP-positive cells imaging, 3 d; cells co-treated with 5-aza-dC sensitizer; scaled so ellipticine positive control = 100% | AID 743238;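 active means mean normalized replicate activation at least 10% and every replicate at or above 10%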;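 further: 0% = median of on-plate neutral control wells and 100% = ellipticine 6 µM median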
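System: SV40-immortalized XiGFP fibroblast cells, line 68-5-11 / Incubation: 3-day compound exposure, then 15 min fixation at room temperature / Compound: single concentration per compound, delivered by pin transfer / Buffer or medium: DMEM plus 5-aza-dC sensitizer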
S100A4 MyoIIA – blocks human S100A4 binding to myosin IIA peptide | P26447 | S100A4/TAMRA-MyoIIA peptide fluorescence polarization | inhibition, % at 10.7 µM | actives 0.14% (n = 360,000) | AID 652163;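 active means mean inhibition of at least 70% across replicates, with every replicate also reaching that level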
Target sequence (P26447 whole entry, looked up): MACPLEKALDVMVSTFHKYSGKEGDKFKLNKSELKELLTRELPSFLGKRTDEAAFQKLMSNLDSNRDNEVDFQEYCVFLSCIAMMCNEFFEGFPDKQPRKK
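Test system: S100A4 monomer protein. Medium: HEPES buffer with Ca2+, pH 7.2. Reagent: fluorescent myosin IIA peptide, 5 nM. Compound dosing: single-point compound testing. Timing: 5 min between mix addition and reading. Benchmarks: DMSO neutral and TFP positive wells.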
RAD54 inh – RAD54 (human) branch migration inhibition; actives 0.14% (n = 360,000); RAD54 Holliday junction branch migration, FAM/BHQ fluorescence; inhibition, % at 10.4 µM; Q92698;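 active means mean normalized replicate activity at least 40 and at least half of replicates scoring 40 or more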;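 further: 0% = median of neutral control wells and 100% = median of positive control wells; inhibitors cause a drop in the FAM fluorescence signal; in these data hits start at about 50%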
FN deposition inh – fibronectin deposition inhibition. actives 0.086% (n = 350,000). inhibition, % at 12.6 µM. AH1F fibroblasts, Alexa488-fibronectin deposition fluorescence, overnight;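 active means mean inhibition across replicates of 30% or more, regardless of how many single replicates reach that level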;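 further: positive control wells lacked labelled fibronectin entirely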
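Material – AH1F fibroblast monolayer, labelled fibronectin deposition · Reagent – labelled fibronectin 24 nM · Timing – 1 h adhesion, overnight exposure · Measured by – fluorescence at 485 nm excitation, 525 nm emission · Read-out – inhibition of fibronectin deposition signal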
Active calls of the source: *; & = joins results of further samples.

For CN1C(=O)c2cc(NC(=O)c3cnccn3)ccc2OC[C@H]2O[C@@H](CC(=O)NCC3CCCCC3)CC[C@@H]21 the results were E-sel inducer -0.1, EWS-Fli inh -6, RAD52 anneal inh 9, XiGFP reactiv 0.0, S100A4 MyoIIA 2 and FN deposition inh 7.
Screening COC(=O)C1CCN(CC(=O)N(C)c2c(N)n(Cc3ccccc3)c(=O)[nH]c2=O)CC1 returned EWS-Fli inh 3, RAD52 anneal inh -1, esBAF inh -10, XiGFP reactiv 0.4, S100A4 MyoIIA 0, RAD54 inh -9 and FN deposition inh 8.
For Cc1cc(C(=O)OCC(=O)c2cccs2)ccc1[N+](=O)[O-] the results were EWS-Fli inh 4, RAD52 anneal inh 1, esBAF inh -1, XiGFP reactiv 0.4, S100A4 MyoIIA -2, RAD54 inh -6 and FN deposition inh 7.
`CCCC(=O)Nc1ccc2c(c1)OC[C@H](C)N(Cc1ccccc1F)C[C@@H](C)[C@@H](OC)CN(C)C2=O` gave E-sel inducer 0.0, EWS-Fli inh -2, RAD52 anneal inh -1, esBAF inh -4, XiGFP reactiv 0.0, S100A4 MyoIIA 10, RAD54 inh -9 and FN deposition inh 12.
O=C(NCc1nc2ccccc2[nH]1)C1=C[C@H](c2coc3ccccc3c2=O)C[C@H](OCc2ccc(CO)cc2)O1 was read as E-sel inducer 0.3, EWS-Fli inh -5&2, RAD52 anneal inh -8&-95, esBAF inh 11, XiGFP reactiv 0.0, S100A4 MyoIIA -2&3, RAD54 inh -9&-4 and FN deposition inh 14.
For CN(Cc1ccccn1)Cc1nc(COc2ccccc2)no1 the results were EWS-Fli inh -29, RAD52 anneal inh -25, esBAF inh 36, XiGFP reactiv -0.1, S100A4 MyoIIA 0 and RAD54 inh -1.
For O=C(CC(Cc1ccccc1)C(=O)O)Nc1cccc(C(F)(F)F)c1 (configuration not stated) the results were EWS-Fli inh 3, RAD52 anneal inh -16, esBAF inh -4, XiGFP reactiv 0.1, S100A4 MyoIIA -11, RAD54 inh -12 and FN deposition inh -5.
For C[C@H]1CN([C@@H](C)CO)C(=O)c2cc(C#CC3CC3)cnc2O[C@@H]1CN(C)S(C)(=O)=O the results were E-sel inducer -2.4, EWS-Fli inh -8, RAD52 anneal inh 5, esBAF inh -7, XiGFP reactiv 0.2, S100A4 MyoIIA 0, RAD54 inh -1 and FN deposition inh -21.
Cc1cccc(OCC(=O)N(C)c2c(N)n(Cc3ccccc3)c(=O)[nH]c2=O)c1C was read as EWS-Fli inh -11, RAD52 anneal inh -19, esBAF inh -2, XiGFP reactiv 140*, S100A4 MyoIIA -2, RAD54 inh -5 and FN deposition inh 12.
For COc1ccc(NC(=O)Cc2ccc(Cl)c(Cl)c2)cn1 the results were EWS-Fli inh -1, RAD52 anneal inh -8, XiGFP reactiv -0.2 and S100A4 MyoIIA -3.

Retrieved by structure from the entries so far, 2 records:
For O=C(CC(Cc1ccccc1)C(=O)O)Nc1cccc(C(F)(F)F)c1 (configuration not stated) the results were EWS-Fli inh 3, RAD52 anneal inh -16, esBAF inh -4, XiGFP reactiv 0.1, S100A4 MyoIIA -11, RAD54 inh -12 and FN deposition inh -5.
For CN(Cc1ccccn1)Cc1nc(COc2ccccc2)no1 the results were EWS-Fli inh -29, RAD52 anneal inh -25, esBAF inh 36, XiGFP reactiv -0.1, S100A4 MyoIIA 0 and RAD54 inh -1.

Additional entries follow:
`O=C(NCCCN=C1NS(=O)(=O)c2ccccc21)c1ccc(Cl)cc1` gave E-sel inducer 0.0, EWS-Fli inh 0, RAD52 anneal inh -13, esBAF inh 7, XiGFP reactiv -0.1, S100A4 MyoIIA -3, RAD54 inh 0 and FN deposition inh -22.
`CN(C)S(=O)(=O)n1cc(/C=C(\NC(=O)c2ccccc2)C(=O)N2CCCC2)c2ccccc21` gave EWS-Fli inh -1, RAD52 anneal inh -5, esBAF inh -2, XiGFP reactiv 0.0, S100A4 MyoIIA 1, RAD54 inh -6 and FN deposition inh 4.
COc1ccc(-c2cnc3c(c2)C(=O)N([C@@H](C)CO)C[C@@H](C)[C@@H](CN(C)C(=O)C2CCCCC2)O3)cc1 was read as E-sel inducer 1.1, EWS-Fli inh -10, RAD52 anneal inh 1, esBAF inh -4, XiGFP reactiv -1.3, S100A4 MyoIIA -12 and RAD54 inh -2.
For Fc1ccc2nc(-c3ccc(CN4CCC5(CC4)CNc4ccccc45)cc3)c(-c3ccccc3)nc2c1 the results were E-sel inducer -0.2, EWS-Fli inh 4, RAD52 anneal inh -15, XiGFP reactiv -0.1, S100A4 MyoIIA -6 and FN deposition inh 5.
Screening CC1C(=O)C(C)C(c2cccc(Br)c2)NC1c1cccc(Br)c1 (configuration not stated) returned E-sel inducer -1.5, EWS-Fli inh 12, RAD52 anneal inh -23, esBAF inh -2, XiGFP reactiv -0.1, S100A4 MyoIIA 1, RAD54 inh 6 and FN deposition inh 4.
`O=C(NCC1CCCO1)c1ccc(COc2ccc(Cl)cc2)cc1` (configuration not stated) gave E-sel inducer 0.0, EWS-Fli inh 0, RAD52 anneal inh -3, XiGFP reactiv 0.6, S100A4 MyoIIA 2 and FN deposition inh -9.
Screening CN(C)C(CNC(=S)Nc1cccc(Cl)c1)c1cccnc1 (configuration not stated) returned EWS-Fli inh -2, RAD52 anneal inh -5, XiGFP reactiv 0.1, S100A4 MyoIIA 2 and FN deposition inh 1.
CC1CCCC(NC(=O)COC(=O)c2cccc(NS(=O)(=O)/C=C/c3ccccc3)c2)C1C (configuration not stated) was read as E-sel inducer 2.5, EWS-Fli inh 7, RAD52 anneal inh -5, esBAF inh 4, XiGFP reactiv -0.2, S100A4 MyoIIA -6, RAD54 inh 7 and FN deposition inh -6.
Screening COc1cccc(NC(=O)C[C@@H]2CC[C@H]3[C@H](COc4ccc(NC(=O)C5CC5)cc4C(=O)N3C)O2)c1 returned E-sel inducer 0.4, EWS-Fli inh -6, RAD52 anneal inh 8, esBAF inh 0, XiGFP reactiv 0.2, S100A4 MyoIIA -2, RAD54 inh -11 and FN deposition inh 12.
`CCn1cc(C(=O)NCCCN2CCCCCC2)c(=O)c2cc(S(=O)(=O)N3CCc4ccccc4C3)ccc21` gave EWS-Fli inh 8, RAD52 anneal inh -18, esBAF inh -15, XiGFP reactiv 0.1, S100A4 MyoIIA -2 and RAD54 inh -19.
CN(C)C(=O)[C@@H]1[C@@H](CO)[C@@H]2Cn3c(cccc3=O)[C@H]1N2C(=O)c1ccc(F)cc1 was read as E-sel inducer 1.0, EWS-Fli inh 1, RAD52 anneal inh 31, esBAF inh -1, XiGFP reactiv 0.0, S100A4 MyoIIA -1 and RAD54 inh 9.
For CCN1C(=O)CC(C(=O)OC)=C1C the results were EWS-Fli inh -8, RAD52 anneal inh -5, XiGFP reactiv -0.2, S100A4 MyoIIA 1 and FN deposition inh 3.
Screening Cc1noc(C)c1NC(=O)Nc1ccc2c(c1)CC(=O)N([C@@H](C)CO)C[C@@H](C)[C@H](CN(C)Cc1ccc(C(F)(F)F)cc1)O2 returned E-sel inducer -0.1, EWS-Fli inh 11, RAD52 anneal inh 2, esBAF inh 2, XiGFP reactiv 0.2, S100A4 MyoIIA -5, RAD54 inh 1 and FN deposition inh 2.
For CS(=O)(=O)N1[C@@H]2c3ccc(C4=CCCCC4)c(=O)n3C[C@@H]2[C@@H](CO)[C@@H]1C(=O)NCc1ccncc1 the results were E-sel inducer -0.1, EWS-Fli inh 6, RAD52 anneal inh -8, esBAF inh 3, XiGFP reactiv 0.0, S100A4 MyoIIA -3 and RAD54 inh -5.
`CCCNC(=O)N1CC2(CCN(C(C)=O)CC2)c2c(n(C)c3cc(OC)ccc23)[C@@H]1CO` gave E-sel inducer 0.4, EWS-Fli inh -4, RAD52 anneal inh 2, XiGFP reactiv 0.1 and S100A4 MyoIIA -7.
For CC1(C(=O)NS(=O)(=O)C2CC2)CCN(C(=O)c2ccc3c(c2)OCO3)C1 (configuration not stated) the results were E-sel inducer 0.0, EWS-Fli inh -11, RAD52 anneal inh -15, esBAF inh -6, XiGFP reactiv 0.1, S100A4 MyoIIA -3, RAD54 inh 14 and FN deposition inh 7.
COc1ccccc1NNC(=O)C(O)(c1ccccc1OC)c1ccccc1OC was read as EWS-Fli inh -9, RAD52 anneal inh -2, esBAF inh -14, XiGFP reactiv -0.1, S100A4 MyoIIA 3 and FN deposition inh -6.
`Cc1ccccc1-c1ccc([C@H]2[C@@H](CO)N3CCCCN(C(=O)CN4CCOCC4)C[C@H]23)cc1` gave E-sel inducer 0.1, EWS-Fli inh -10, RAD52 anneal inh -6, XiGFP reactiv 0.0, S100A4 MyoIIA -13 and RAD54 inh 8.
COc1cc(C(C)=O)ccc1OCC(O)CN1CCN(c2cc(C)cc(C)c2)CC1 (configuration not stated) was read as EWS-Fli inh 23, RAD52 anneal inh -25, esBAF inh 0, XiGFP reactiv 0.1, S100A4 MyoIIA 2, RAD54 inh -6 and FN deposition inh -1.
COc1cc2c(c(OC)c1OC)-c1ccc(OC)c(=O)cc1[C@@H](NC(C)=O)CC2 was read as E-sel inducer 3.7, EWS-Fli inh 63*, RAD52 anneal inh -15, esBAF inh -9, XiGFP reactiv 0.3, S100A4 MyoIIA 13, RAD54 inh 1 and FN deposition inh -54.
`O=C([C@H]1[C@H](CO)[C@H]2Cn3c(cccc3=O)[C@@H]1N2C(=O)CC1CC1)N1CCCCC1` gave E-sel inducer 0.3, EWS-Fli inh -3, RAD52 anneal inh 5, esBAF inh -5, XiGFP reactiv 0.5, S100A4 MyoIIA 5 and RAD54 inh 12.
For Cc1noc(C)c1S(=O)(=O)N(C)C[C@@H]1OCCCC[C@H](C)Oc2ccc(NS(=O)(=O)c3cn(C)cn3)cc2C(=O)N([C@H](C)CO)C[C@@H]1C the results were E-sel inducer -0.1, EWS-Fli inh -10, RAD52 anneal inh 4, esBAF inh -4, XiGFP reactiv 0.2, S100A4 MyoIIA 25, RAD54 inh 7 and FN deposition inh -7.
Nc1nonc1C(=O)NCCNC(=O)c1cccs1 was read as EWS-Fli inh 1, RAD52 anneal inh -15, esBAF inh 0, S100A4 MyoIIA 2 and RAD54 inh 0.
`C[C@H]1CN([C@@H](C)CO)C(=O)Cc2cc(NC(=O)NC3CCCCC3)ccc2O[C@@H]1CN(C)C(=O)NC1CCCCC1` gave E-sel inducer 1.8, EWS-Fli inh -7, RAD52 anneal inh 8, esBAF inh -1, XiGFP reactiv 0.2, S100A4 MyoIIA -18 and RAD54 inh 5.
For Cc1ccccc1Nc1nc(N)nc(CSc2nnc(C)n2C)n1 the results were EWS-Fli inh 4, RAD52 anneal inh -9, XiGFP reactiv 0.0, S100A4 MyoIIA -3 and FN deposition inh -2.
`O=C(Nc1cccnc1)C1CCN(S(=O)(=O)c2cccs2)CC1` gave E-sel inducer -0.5, EWS-Fli inh -4, RAD52 anneal inh -12, XiGFP reactiv 0.2, S100A4 MyoIIA -2 and FN deposition inh 5.
Screening O=C(CSc1ccc2nnc(-c3cccnc3)n2n1)Nc1ccc(F)cc1F returned E-sel inducer -0.1, RAD52 anneal inh -11, esBAF inh -5, XiGFP reactiv -0.1, S100A4 MyoIIA -7, RAD54 inh -4 and FN deposition inh -4.
`Cc1ccc(C(=O)NCC(=O)N2CCN(c3ccccc3O)CC2)s1` gave E-sel inducer -0.1, EWS-Fli inh 7, RAD52 anneal inh -2, esBAF inh 3, XiGFP reactiv 0.5, S100A4 MyoIIA 7, RAD54 inh 0 and FN deposition inh 12.

Compound activity as filed in PubChem BioAssay.
